Screening results (PubChem BioAssay)
LmPK inh: LmPK (Leishmania mexicana) enzyme inhibition | purified LmPK, Kinase-Glo ATP luminescence, 1 h | hit rate 0.37% among 290,000 | Potency, µM (titrated, usually from 57.5 µM), for the others: at the top dose activity change, negative = inhibition, hits mostly inhibitors; note: potency is the fitted concentration of half-maximal effect; % is set by controls: 0 for no effect and ±100 for the full control effect
Target sequence (Q27686 whole entry, looked up): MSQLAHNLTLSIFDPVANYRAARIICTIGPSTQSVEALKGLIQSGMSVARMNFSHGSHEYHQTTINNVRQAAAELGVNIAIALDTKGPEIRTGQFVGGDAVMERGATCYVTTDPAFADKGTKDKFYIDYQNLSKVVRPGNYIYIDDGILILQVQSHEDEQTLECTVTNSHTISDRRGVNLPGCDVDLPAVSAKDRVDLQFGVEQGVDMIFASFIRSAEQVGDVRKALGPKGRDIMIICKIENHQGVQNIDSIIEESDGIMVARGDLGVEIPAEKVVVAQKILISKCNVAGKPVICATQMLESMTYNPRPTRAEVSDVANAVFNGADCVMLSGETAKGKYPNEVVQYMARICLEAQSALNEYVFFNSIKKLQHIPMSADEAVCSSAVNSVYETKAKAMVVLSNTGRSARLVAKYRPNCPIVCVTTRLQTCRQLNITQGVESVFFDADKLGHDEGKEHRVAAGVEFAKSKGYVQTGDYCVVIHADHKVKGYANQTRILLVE
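Purified LmPK (0.1 nM) with 0.5 mM PEP and 0.1 mM ADP in imidazole buffer pH 7.2 with MgCl2/KCl, 1 h at room temperature. ATP formed was read by luciferase luminescence and normalized to no-enzyme and uninhibited controls.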
CHX counter: counter-screen hit for Shiga toxin inhibitors, cycloheximide. max response, %. hit rate 12% among 300,000. cell reporter, cycloheximide protein synthesis inhibition counterscreen. AID 2314; in the data active = max response mostly above about 13%, no sharp cut-off; inactive = mostly below about 14%; note: read at 38.3 µM for the half of the compounds with a filed dose; 0% is about no effect
Pf growth 48h: P. falciparum growth inhibition at 48 hours (one generation); hit rate 5.9% among 310,000; Potency, µM (doses to about 28.7 µM), for the others: at the highest dose activity change, negative = inhibition, hits mostly inhibitors; P. falciparum luciferase growth in erythrocytes, 48 h; AID 504832; note: potency is the fitted concentration of half-maximal effect; % is set by controls: 0 for no effect and ±100 for the full control effect
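Erythrocytes infected with P. falciparum carrying an integrated firefly luciferase reporter (2% hematocrit, 0.1% parasitemia final) were exposed to compounds in RPMI 1640 with 0.5% Albumax at 37 C, 5% CO2. Growth inhibition was scored as reduced luminescence.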
TbPYK inhibitor: inhibitors of Trypanosoma brucei pyruvate kinase; TbPYK enzyme, Kinase-Glo Plus ATP luminescence, 45 min; Potency, µM (titrated, usually from 76.8 µM), for the others: at the highest dose activity, negative = inhibition, usual class: inhibitors; hit rate 0.12% among 410,000; AID 624173; note: potency is the fitted concentration of half-maximal effect; % is set by controls: 0 for no effect and ±100 for the full control effect; nearly all actives have a fitted effect of over 50% in size
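Enzyme and substrate buffer are dispensed first and compound is pin-transferred. ADP at 130 uM final then starts the reaction, which runs 45 min at room temperature. Detection reagent is added for 10 min before luminescence is imaged.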
HCV inh: HCV inhibition; Potency, µM (series often up to 41.8 µM), without a hit: at the top dose activity change, negative = inhibition, usual class: inhibitors; hit rate 3.4% among 340,000; Huh7.5.1 HCVcc-Cre infection, luciferase reporter, 44 h; note: potency is the fitted concentration of half-maximal effect; % is set by controls: 0 for no effect and ±100 for the full control effect
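1,000 cells/well; 4 h culture; + compound; + HCVcc-Cre (~0.5 moi); 44 h; luciferase substrate, RT 15 min; read 15 sec.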
Shiga inhibitor: inhibitors of Shiga toxin in Vero cells. Vero cells, Shiga toxin protein synthesis inhibition reporter. inhibition, % at 38.7 µM. hit rate 9.2% among 290,000; in the data active = inhibition mostly above about 28%, no sharp cut-off; inactive = mostly below about 43%; note: 0% is about no effect
Pf growth 96h: inhibits malaria parasite growth, 96 h. hit rate 6.9% among 320,000. Potency, µM (series often up to 28.7 µM), inactives show at the top dose activity change, negative = inhibition, hits mostly inhibitors. P. falciparum luciferase reporter growth, 96 h; note: potency is the fitted concentration of half-maximal effect; % is set by controls: 0 for no effect and ±100 for the full control effect
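Erythrocytes infected with luciferase-expressing P. falciparum were dispensed at 2% hematocrit and 0.05% parasitemia (final), then incubated with compounds 96 hours at 37 C in 5% CO2. Luminescence after detection reagent addition reported growth.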
* marks the source's active call; other numbers are inactive results; ? = inconclusive; · = not tested or not shown; [ ] = dose if it differs, or a comment. Unless noted, calls come from the whole dose curve; as a rule, active = well fitted curve in the direction sought with a large enough effect; inconclusive = small, poorly fitted or top-dose-only effect, or another doubt; inactive = no such curve, though single readings can be large; an effect the other way counts as inactive or inconclusive.

canonical_smiles | LmPK inh | CHX counter | Pf growth 48h | TbPYK inhibitor | HCV inh | Shiga inhibitor | Pf growth 96h
COc1cc(OC)cc(C(=O)/C=C2\Sc3ccccc3N2C)c1 | 5.6% | 41.0* | 148.5%[activator] | 1.4% | 6.1% | 42.1* | 87.2%[activator]
COc1ccc(/C(=N\Nc2ccccc2C(=O)O)c2ccccc2)cc1 | 13.8% | 28.9* | 60.1%[activator] | -2.6% | 15.1% | 169.0* | ?
CCOC(CNC(=O)c1cc2c(=O)n(CC)c3ccccc3c2s1)OCC | -2.5% | -6.0 | 3.3%[0.00184 µM] | -2.3% | ? | -5.5 | 37.5%[activator]
Cc1nc(-c2ccccc2)sc1C(=O)/C=C/c1ccc(Cl)cc1 | 2.8% | -1.0 | ? | 1.9% | 7.4% | -15.6 | ?
C/C=C(\NC(C)=O)c1ccccc1 | · | · | 19.8% | 0.6% | 6.5% | · | 32.8%[activator]
O=C(O)CC(C(=O)NCc1ccccc1)C1CCCO1 (configuration not stated) | -3.1% | -3.3 | 1.4% | -3.1% | -0.3% | -6.0 | 0.4%
Cc1cccc(CCNCc2c(C(=O)O)c(C)n(-c3ccccc3)c2C)c1 | 4.3% | -1.3 | -18.1% | 0.0% | ? | 0.8 | 16.1%
COc1ccc(NS(=O)(=O)c2ccc(O)c(NC(=O)c3ccc(S(=O)(=O)N4CCCC4)cc3)c2)cc1 | -0.5% | -2.6 | -3.4% | 3.1% | 8.6% | -6.4 | 16.2%
O=C(Nc1ccccc1NS(=O)(=O)c1ccc(F)cc1)C1CCC1 | 6.7% | -4.8 | ? | -3.1% | 6.9% | -19.4 | -5.1%
COc1ccc(NC(=O)c2c(C)noc2-c2snnc2C)cc1 | -0.8% | 10.7 | 13.1µM* | -2.8% | -21.9% | -15.0 | 2.94µM*
Cc1ccc(S(=O)(=O)N2CCN(C(=O)COC(=O)CCOc3ccccc3C)CC2)c(C)c1 | · | · | ? | -3.8% | 14.3% | · | 12.2%
COc1cccc(NC(=O)Nc2cc(C(=O)NC(C)C)ccc2N2CC3CC(C2)c2cccc(=O)n2C3)c1 (configuration not stated) | 0.2% | 20.6 | 11.7µM* | 3.0% | -4.1% | -1.9 | -9.3%
COc1ccc(CN(C(=O)CCC(=O)N2CCCCC2)c2nccs2)cc1OC | 1.1% | 15.9 | -8.8% | -0.6% | ? | 14.6 | -10.1%
COc1cc(S(=O)(=O)Nc2cccc3cn[nH]c23)c(OC)cc1C | -7.1% | -4.2 | 10.4µM* | 1.8% | -2.5% | -21.7 | 2.94µM*
COc1ccc(/C=N/NC(=O)c2ccc(NC(=O)c3cccc([N+](=O)[O-])c3)cc2)c(C(=O)O)c1OC | -5.4% | -2.3 | 0.0% | 0.6% | -20.7% | 33.5 | -5.6%
Cc1ccccc1-n1ncc(C(C)NS(=O)(=O)c2sccc2C)c1C (configuration not stated) | 1.9% | 9.4 | ? | -5.7% | ? | 1.4 | ?
CSc1nc2c(c(=O)[nH]1)C(c1ccccc1)C1=C(CC(C)(C)CC1=O)N2 (configuration not stated) | 4.5% | -2.2 | ? | 2.4% | 0.8% | -10.4 | -22.3%
O=C(NNC1=NCCC1)c1cccc(Br)c1 | -7.5% | 7.6 | -28.6% | 0.8% | -6.5% | 24.6 | ?
CC(C)c1[nH]c(=O)c(C#N)c2c1COC(C)(C)C2 | 1.4% | -0.9 | 1.4% | -2.6% | 5.8% | -10.8 | 4.0%
Brc1ccc(C=Nc2ccc(Nc3ccccc3)cc2)s1 | 1.1% | 4.3 | ? | -31.2% | -5.8% | -8.7 | 13.1µM*
COC(=O)Cc1cc(OC)c(OC)cc1Cc1cc(OC)c(OC)cc1CC(=O)OC | -4.7% | 10.5 | 11.4% | -4.5% | 2.3% | -5.0 | 13.3%
COCCCN(C(=O)c1cc(-c2ccco2)nc2ccccc12)c1c(N)n(Cc2ccccc2)c(=O)[nH]c1=O | · | · | ? | -5.2% | 0.4%[8.37 µM] | · | ?
COc1ccc(CCNC(=O)CC(NS(=O)(=O)c2ccc(NC(C)=O)cc2)C(C)C)cc1OC (configuration not stated) | 3.1% | -1.2 | 1.5% | -6.2% | 16.7% | -7.7 | ?
COc1ccc2c(CC(=O)Nc3ccc(OC)c(S(=O)(=O)N4CCOCC4)c3)coc2c1 | 0.1% | 6.4 | 4.8% | -11.0% | -22.2% | 2.2 | 15.3%
Cc1cc(C)c(NC(=O)CCCN2CCN(C)CC2)c(C)c1 | 0.4% | -2.4 | 0.8% | -18.8% | -5.6% | -3.4 | 4.3%[5.75 µM]
CN1CCN(c2nc(Cl)ncc2F)CC1 | 12.9% | -5.4 | 4.6% | 0.6% | 6.9% | -11.8 | -10.3%
CCCCN1C(=O)CC(Nc2ccc(CC)cc2)C1=O (configuration not stated) | 3.1% | 11.4 | 129.0%[activator] | -1.0% | 19.3% | 36.6 | -25.7%
O=C(NCCc1c[nH]c2ccccc12)N[C@@H](Cc1ccccc1)C(=O)O | 8.7% | -4.8 | 0.1% | -5.4% | 14.5% | -5.8 | 4.0%
CC(C)CCN1CCN(Cc2cccn2-c2cccnc2)CC1CCO (configuration not stated) | -5.4% | -1.2 | -9.0% | -0.6% | 20.9% | -17.6 | ?
O=C(NN1C(=O)/C(=C/c2ccc(O)cc2)SC1=S)c1ccccc1O | 0.8% | -3.8 | 1.3%[0.00184 µM] | 5.0% | 10.7% | 0.6 | 32.0%
CCOC(=O)c1ccccc1NC(=S)N1CCN(C2CCCCC2)CC1 | 0.7%[11.5 µM] | -1.4 | -21.5% | -3.8% | -7.4% | -8.4 | 0.0%
CCOC(=O)c1sc(S(C)(=O)=O)c2c1CC(C)(C)C/C2=N/O | 3.4% | -2.0 | -12.4% | 5.6% | -10.8% | -10.9 | -13.7%
OCCNc1ncnc2c1ncn2Cc1ccccc1 | -2.0% | -6.3 | 6.7% | -6.8% | 0.0% | 33.2 | -16.6%
Cc1ccc(C(=O)NC(=S)Nc2ccccc2C(F)(F)F)c(C)c1 | -0.1% | 0.9 | 5.4% | -4.4% | -3.0% | 0.7 | ?
COc1ccc(CNS(=O)(=O)c2ccc(F)c(C(=O)Nc3ccc(OC)cc3)c2)cc1 | 0.3% | -0.9 | -4.1% | 3.6% | -9.1% | -2.5 | ?
CCOC(=O)C1CCN(S(=O)(=O)c2cccc(C(=O)Nc3ccccc3)c2)CC1 | -2.5% | 0.2 | -3.1% | -11.3% | · | 12.3 | 30.1%[activator]
CCOC(=O)/C(O)=C(\C#N)c1nc2ccccc2[nH]1 | 0.8% | 10.6 | 14.5% | 3.2% | 9.0% | -4.1 | -0.4%
Cc1c(C(=O)Nc2ccc(F)cc2)cn2c(nc3ccccc32)c1C#N | 0.3% | 0.3 | -4.1% | 1.4% | 24.2% | -9.2 | 9.6%
N#Cc1c2c(c[nH]c1=O)CCN2Cc1ccccc1 | 2.8% | -1.0 | -12.1% | 0.8% | 4.8% | -8.5 | ?
CC1(C)CC1C(=O)N/C(=C/CCCCSCC(N)C(=O)O)C(=O)O (configuration not stated) | · | 6.8 | 0.1% | -5.3% | · | 4.2 | 6.9%
COc1ccccc1NC(=O)CC(=O)c1cccc([N+](=O)[O-])c1 | 5.7% | -5.8 | -29.4% | -1.7% | 10.0% | -9.9 | ?
Cc1cccc(NC(=O)N2CCCC2)c1 | -4.3% | 6.3 | 1.0% | 2.8% | -3.0% | 25.4 | 17.5%[5.75 µM]
CSCSC1=C(C#N)C(c2ccc(Cl)cc2)C(C(C)=O)=C(C)N1 (configuration not stated) | 10.4% | -1.8 | ? | · | -25.7% | -2.0 | ?
COc1ccc(OC)c(NC(=O)COC(=O)c2ccc(S(=O)(=O)N3CCOCC3)cc2)c1 | 2.4% | -1.7 | 11.7% | -2.3% | 1.3% | 7.0 | ?
CNC(C)Cc1ccccc1Sc1ccc(O)cc1 (configuration not stated) | -3.5% | -0.7 | ? | -3.4% | -24.9% | -14.7 | ?

Three compounds from above, showing only Pf growth 96h and Shiga inhibitor:
molecule	Pf growth 96h	Shiga inhibitor
C/C=C(\NC(C)=O)c1ccccc1	32.8%[activator]	·
Cc1ccc(C(=O)NC(=S)Nc2ccccc2C(F)(F)F)c(C)c1	?	0.7
CSc1nc2c(c(=O)[nH]1)C(c1ccccc1)C1=C(CC(C)(C)CC1=O)N2 (configuration not stated)	-22.3%	-10.4

2 compounds drawn at random from the list so far:
canonical_smiles | LmPK inh | CHX counter | Pf growth 48h | TbPYK inhibitor | HCV inh | Shiga inhibitor | Pf growth 96h
O=C(O)CC(C(=O)NCc1ccccc1)C1CCCO1 (configuration not stated) | -3.1% | -3.3 | 1.4% | -3.1% | -0.3% | -6.0 | 0.4%
CN1CCN(c2nc(Cl)ncc2F)CC1 | 12.9% | -5.4 | 4.6% | 0.6% | 6.9% | -11.8 | -10.3%

Next entries
canonical_smiles | LmPK inh | CHX counter | Pf growth 48h | TbPYK inhibitor | HCV inh | Shiga inhibitor | Pf growth 96h
CN(c1ccc(F)cc1)S(=O)(=O)c1ccc(Cl)c(C(=O)NCC(c2ccco2)N2CCCCC2)c1 (configuration not stated) | · | · | ? | -0.1% | ? | · | ?
O=C(NCCOc1ccccc1)C1CCC(=O)N(CCN2CCOCC2)C1 (configuration not stated) | -4.6% | -1.5 | 21.4% | 46.4%[activator] | 1.0% | -4.2 | ?
Brc1ccccc1Cn1cnc2ccccc21 | 7.0% | -2.4 | -22.2% | -1.3% | -15.0% | · | 0.7%
CCOC(=O)C(=Cc1ccccc1OC)C(=O)OCC | 5.4% | 2.3 | ? | -2.6% | 25.1µM* | -9.4 | 7.9%
CCOC(=O)CN1C(=O)SC(Nc2ccc(C)cc2)C1=O (configuration not stated) | 3.6% | -2.1 | 15.0% | -6.5% | -0.2% | 1.4 | 33.8%[activator]
COc1ccc(C2CN=NC23CCc2ccccc2C3=O)cc1 (configuration not stated) | 1.8% | 15.5 | 13.1µM* | 9.2% | -19.4% | 20.0 | ?
CCOC(=O)C1CCCN(c2ccc([N+](=O)[O-])c3nonc23)C1 (configuration not stated) | -15.5% | -0.5 | -18.7% | -6.0% | ? | -5.2 | 19.3%
COc1ccccc1C(=O)NC1CCN(C(=O)Nc2ccc(F)cc2)CC1 | 7.0% | 0.3 | ? | 1.2% | 8.8% | 4.3 | -2.5%
CCN1CCN(CC#CCOc2ccccc2OC)CC1 | 8.7% | 0.6 | -15.5% | -4.8% | 12.9% | · | 54.4%[activator]
Cc1ccc(CN=c2c([N+](=O)[O-])nn(-c3cccc(C)c3)n2O)cc1 | 3.3% | 25.1* | 70.1%[activator] | 8.5% | -6.8% | 26.2 | 76.6%[activator]
O=C1CCCN1CCC1CCN(C2CC(=O)N(Cc3ccc(N4CCCC4=O)cc3)C2=O)CC1 (configuration not stated) | 3.0% | -0.7 | ? | 2.1% | 8.4% | -6.2 | ·
CCOC(=O)Cn1c(=O)oc2cc(S(=O)(=O)Nc3cc(Cl)ccc3OC)ccc21 | 3.6% | -2.5 | · | -5.5% | 0.8% | 8.2 | 16.4%
COc1ccc(N2CCN(C(C)C(=O)N(C)Cc3ccccc3)CC2)cc1 (configuration not stated) | 1.8% | 5.5 | -0.3% | -3.2% | 23.8% | -6.8 | 25.7%
O=S(=O)(c1ccccc1)N1CCN(c2ncnc3scc(-c4ccccc4)c23)CC1 | 6.9% | 1.8 | ? | -7.2% | ? | -6.3 | 4.5%
Cc1cc(SC(C)C(=O)NCC(=O)Nc2ccc(F)c(F)c2F)nc2ccccc12 (configuration not stated) | 4.5% | -4.5 | -1.6% | 2.6% | 6.0% | 10.1 | 21.6%
